Compound activity deposited in PubChem BioAssay by National Center for Advancing Translational Sciences (NCATS).
Tb PYK inh: blocks Trypanosoma brucei pyruvate kinase. TbPYK enzyme, Kinase-Glo Plus ATP luminescence, 45 min. Potency, µM (top dose mostly 76.8 µM), for the others: at the highest dose activity, negative = inhibition, actives largely listed as inhibitors. actives 0.12% (n = 410,000); note: potency is the fitted concentration of half-maximal effect; % is set by controls: 0 for no effect and ±100 for the full control effect; nearly all actives have a fitted effect of over 50% in size
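T. brucei PYK with substrate was exposed to pin-transferred compounds across a concentration series, then started with 130 uM ADP (final). After 45 min at room temperature, Kinase-Glo Plus luminescence was read, normalized and curve-fitted.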
AMA1-RON2 inh: inhibitors of Plasmodium falciparum AMA1-RON2 interaction. AlphaScreen AMA1-biotinylated RON2 peptide binding. actives 0.2% (n = 360,000). AID 720542. Potency, µM (top dose mostly 58.2 µM), for the others: top-dose activity change, negative = inhibition, hits mostly inhibitors;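 note: potency is the fitted concentration of half-maximal effect; 0% = vehicle wells and -100% = peptide control; nearly all actives have a fitted effect of over 45% in size; some results filed as inactive show a strong effect at the top dose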
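AMA1 (3D7) with his tag at 25 nM final met compounds first, then biotinylated RON2 peptide at 25 nM; detection used donor plus acceptor beads, 10 µg/mL apiece, read by AlphaScreen after 30 min at room temperature.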
Pf growth 96h: inhibits malaria parasite growth, 96 h; actives 6.9% (n = 320,000); AID 504834; P. falciparum luciferase reporter growth, 96 h; Potency, µM (top dose mostly 28.7 µM), for the others: at the top dose activity change, negative = inhibition, most hits filed as inhibitors; note: potency is the fitted concentration of half-maximal effect; % is set by controls: 0 for no effect and ±100 for the full control effect
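Erythrocytes infected with luciferase-expressing P. falciparum were dispensed at 2% hematocrit and 0.05% parasitemia (final), then incubated with compounds 96 hours at 37 C in 5% CO2. Luminescence after detection reagent addition reported growth.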
Shiga toxin inh: inhibitors of Shiga toxin in Vero cells | inhibition, % at 38.7 µM | Vero cells, Shiga toxin protein synthesis inhibition reporter | actives 9.2% (n = 290,000); in the data active = inhibition mostly above about 28%, no sharp cut-off; inactive = mostly below about 43%; note: 0% is about no effect
Pf growth 48h: inhibits P. falciparum growth in the first generation, 48 h; actives 5.9% (n = 310,000); Potency, µM (titrated, usually from 28.7 µM), for inactives: at the highest dose activity change, negative = inhibition, actives largely listed as inhibitors; AID 504832; P. falciparum luciferase growth in erythrocytes, 48 h; note: potency is the fitted concentration of half-maximal effect; % is set by controls: 0 for no effect and ±100 for the full control effect
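Read-out is firefly luciferase luminescence from an integrated reporter in P. falciparum, so falling signal marks reduced parasite growth. Infected erythrocytes were at 2% hematocrit and 0.1% parasitemia (final) in Albumax-supplemented RPMI 1640.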
LmPK inh: blocks Leishmania mexicana pyruvate kinase activity. purified LmPK, Kinase-Glo ATP luminescence, 1 h. Potency, µM (top dose mostly 57.5 µM), without a hit: at the highest dose activity change, negative = inhibition, hits mostly inhibitors. actives 0.37% (n = 290,000). AID 1721; note: potency is the fitted concentration of half-maximal effect; % is set by controls: 0 for no effect and ±100 for the full control effect
Target sequence (Q27686 whole entry, looked up): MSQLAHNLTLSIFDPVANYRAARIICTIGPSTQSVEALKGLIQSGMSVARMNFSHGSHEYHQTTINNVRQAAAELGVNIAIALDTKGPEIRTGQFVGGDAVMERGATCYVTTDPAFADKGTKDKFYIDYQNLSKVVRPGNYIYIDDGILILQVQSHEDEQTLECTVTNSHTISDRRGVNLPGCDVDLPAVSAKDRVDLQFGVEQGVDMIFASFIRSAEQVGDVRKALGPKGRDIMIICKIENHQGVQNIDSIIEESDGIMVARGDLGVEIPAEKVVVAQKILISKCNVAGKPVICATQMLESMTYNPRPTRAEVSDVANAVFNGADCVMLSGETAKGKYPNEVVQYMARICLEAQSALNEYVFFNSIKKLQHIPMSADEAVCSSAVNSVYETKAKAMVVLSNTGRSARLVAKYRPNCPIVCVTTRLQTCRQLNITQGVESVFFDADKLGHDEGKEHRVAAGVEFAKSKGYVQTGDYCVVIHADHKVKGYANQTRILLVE
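Purified LmPK (0.1 nM) converted ADP (0.1 mM) to ATP with PEP (0.5 mM) in imidazole buffer pH 7.2 with KCl and MgCl2, 1 h at room temperature. ATP was read by Kinase-Glo luminescence; data normalized to uninhibited and no-enzyme controls.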
Cycloheximide cs: counter-screen for Shiga toxin inhibitors: cycloheximide protein synthesis inhibition; cell reporter, cycloheximide protein synthesis inhibition counterscreen; AID 2314; max response, %; actives 12% (n = 300,000); in the data active = max response mostly above about 13%, no sharp cut-off; inactive = mostly below about 14%; note: read at 38.3 µM for the half of the compounds with a filed dose; 0% is about no effect
* = called active by the depositor; ? = inconclusive; / = not tested or not shown; & = joins results of further samples; [ ] = another dose, or the depositor's remark. Unless noted, calls come from the whole dose curve; as a rule, active = well fitted curve in the direction sought with a large enough effect; inconclusive = small, poorly fitted or top-dose-only effect, or another doubt; inactive = no such curve, though single readings can be large; an effect the other way counts as inactive or inconclusive.

smiles,Tb PYK inh,AMA1-RON2 inh,Pf growth 96h,Shiga toxin inh,Pf growth 48h,LmPK inh,Cycloheximide cs
COC(=O)c1ccccc1NC1=C/C(=N\S(=O)(=O)c2cccs2)c2ccccc2C1=O,-5%&-12%,3.2µM*,0.66µM*,41,/,18µM*,28*
COc1cc(/C=C(\C#N)C(=O)NCC2CCCO2)c([N+](=O)[O-])cc1OC (centres undefined),-3%,40%[activator],49%[activator],-17,10%,1%,-2
COC(=O)c1ccc(CC(C(=O)c2ccccc2)N(C)C)cc1 (centres undefined),3%,-15%,?,107*,/,-1%,48*
COc1cc(NC(=O)N[C@@H](Cc2c[nH]c3ccccc23)C(=O)O)c(C(=O)O)cc1OC,5%,12%,3%,-9,?,0%,6
CCCCC(=O)/C=C/n1c(=S)oc2ccccc21,2%,8%,47%[activator],44*,35%[activator],-10%,35*
CC(=O)Nc1ccc(NC(=O)c2cccc3c2-c2ccccc2C3=O)cc1,6%,-10%,13%,-24,-11%,-1%,0
O=S(=O)(Cc1ccccc1)Nc1ccc(F)cc1,6%,-4%,23%,-8,17%,0%,-3
CS(=O)(=O)N1CCN(c2ccccc2[N+](=O)[O-])CC1,0%,9%,26%,-4,58%[activator],-1%,-2
CCC(=O)NC(Nc1sc2c(c1C(=O)OC)CCCC2)(C(F)(F)F)C(F)(F)F,0%,-6%,-2%,-10,3%,4%,3
Cn1cnnc1SCC(=O)c1cc2ccccc2o1,1%,6%,11%,12,2%,8%,10
COc1ccc(C(=O)NCc2cn3ccsc3n2)cc1OC,-7%,-1%,-1%,-9,-6%,1%,4
COc1ccccc1S(=O)(=O)CC(O)COc1ccccc1Cl (centres undefined),3%,6%,32%[activator],-9,-13%,-7%,-1
COC(=O)C1=C(c2c(C)noc2C)C[C@@H]2CC[C@H]1N2C(=O)N1CCCC1,5%,8%,18%,/,23%,/,/
Cc1cc2ccccn2c1C(=O)c1ccc(S(=O)(=O)N(C)C)cc1,-14%,-3%,4%,-9,-15%,8%,-3
O=C(CSc1nncn1-c1cccnc1)Nc1cccc(C(F)(F)F)c1,0%,14%,2%,-9,12%,-1%,-7
Cc1ccc(S(=O)(=O)NCC(=O)OCC(=O)c2ccc(Br)s2)cc1,-7%,-11%,/,-9,-16%,0%,-3
Cc1c(NC(=O)C(C)OC(=O)c2ncc(Cl)c(Cl)c2Cl)c(=O)n(-c2ccccc2)n1C (centres undefined),-5%,7%,3%,/,?,/,/
COc1cccc(NC(=O)Nc2ccc(Cc3ccncc3)cc2)c1,-15%,-5%,-25%,42,4%,4%,9
COc1ccc(CNC(=O)CSc2nnc3c(n2)[nH]c2ccccc23)cc1,2%,-5%,0%,-8,28%,-6%,-4
COc1ccc(OC)c(-n2nnnc2SCC(=O)N2CCN(C(=O)c3ccco3)CC2)c1,-5%,-9%,?,9,-9%,-3%,9
COc1ccc(CC(=O)Oc2ccc(Cl)cc2Br)cc1S(=O)(=O)N1CCOCC1,1%,-3%,2%,/,0%,/,/
O=C(CCC(=O)N1CCOc2ccc(Cl)cc21)NCCCN1CCC(Cc2ccccc2)CC1,-4%,-4%,?,-7,?,-1%,-6
O=S1(=O)CCC(NCC2CCCO2)C1 (centres undefined),-5%,1%,-7%,19,9%,-7%,-1
O=C(N/N=C/c1cccnc1)c1ccc(S(=O)(=O)N2CCCCCC2)cc1,1%,-10%,51%[activator],27,16%,6%,1
Cc1ccc(C2=NNC(=O)C(c3ccc(Cl)cc3)C2)cc1 (centres undefined),3%,-4%,/,-30,-6%,0%,2
COc1cccc(C2C(C(N)=O)=C(C)Nc3nc(CCCO)nn32)c1OC (centres undefined),2%,-1%,34%[activator],-5,-1%,-2%,-2
COc1cccc(/C=N/n2c(COc3ccccc3)n[nH]c2=S)c1,?,106%[activator],8%,-8,35%[activator],-10%,-2
CC[n+]1c(/C=C2\C=C(C)CC(C)C2)sc2ccccc21 (centres undefined),-25%,?,?,-11,?,-1%,12
Cc1ccc(C(=O)N2CCCC(CCC(=O)NCc3ccccc3F)C2)cn1 (centres undefined),-8%,13%,3%,27,22%,-3%,21*
Cc1occc1C(=O)NNC(=S)NCC(C)C,0%,43%[activator],?,-8,/,-5%,-3
O=C(CC1OC(=O)c2ccccc21)NC1CCCCC1 (centres undefined),-4%,3%,24%,-3,15%,-2%,-3
O=C(c1ccccc1)N1CCCOC1c1ccccc1 (centres undefined),1%,17%,2%,12,?,-2%,-6
CC(C)=CCN1CCN(Cc2cn[nH]c2C2CCCCC2)CC1CCO (centres undefined),5%,-20%,?,-9,-6%,6%,-4
Cc1ccc(-n2c(Cn3nc(C(F)(F)F)cc3C)n[nH]c2=S)cc1,10µM*,35%[activator],/,-5,4%,-21%,-1
COc1ccccc1-c1sc2cc3c(cc2c1C#CCO)OCO3,-5%,-1%,?,/,?,/,/
CCN(CC)S(=O)(=O)c1cccc(NC(=O)COc2ccc(Cl)cc2Br)c1,4%,7%,?,4,8%,0%,9
O=C(NCCC1CCCCN1S(=O)(=O)c1ccc(Cl)cc1)C(=O)NCCN1CCOCC1 (centres undefined),8%,3%,-27%,/,?,/,/
O=C(c1cc2c(=O)oc3ccccc3c2s1)N1CCOCC1,4%,-3%,?,-30,26%,-1%,31*
NC(=O)c1sc2nc3c(c(-c4ccc(Cl)cc4)c2c1N)CCCC3,-7%,57%[activator],/,-19,-8%,4%,-3
CC(C)CCN1C(=O)c2ccc(C(=O)Nc3ccc(Br)cc3C(=O)O)cc2C1=O,1%,-5%,-27%,-5,29%,-2%,-1
CCOc1ccc(NC(=O)CN(C)C(=O)c2ccc3c(c2)C(=O)N(CCC(C)C)C3=O)cc1OCC,3%,-4%,-2%,-9,47%[activator],1%,-4
COc1cccc2cc(C(=O)NCCN3CCOCC3)oc12,1%,-17%,-8%,-18,-6%,-5%,-4
Cc1ccc(C)c(S(=O)(=O)N2CCCOC2CNC(=O)C(=O)NC2CCCCC2)c1 (centres undefined),1%,-6%,?,21,?,-1%,8
O=[N+]([O-])c1cccc(S(=O)(=O)N2CCc3ccccc3C2)c1,0%,7%,?,-3,?,2%,-4
CCc1cccc2c(C(=O)C(F)(F)F)cn(CC(=O)N3CCOCC3)c12,0%,-3%,?,-10,24%,-4%,-3
CCOC(=O)c1ccc(NC(=S)N2CCCC(C)C2)cc1 (centres undefined),-3%,-21%,?,62*,-3%,0%,13*
CCN(CC)CCCNC(=O)Cn1ncc2c(=O)oc3ccc(C)cc3c21,0%,11%,36%[activator],-6,/,11%,-2
COc1ccccc1/C=C/C(=O)NCc1ccccn1,-21%,-20%,14%,16,13%,-1%,10
COc1ccc(C(=O)NCC(=O)OCC(=O)c2ccc(Cl)cc2)cc1OC,-2%,0%,27%,-10,31%[activator],3%,17
CCOC(=O)CC(NC(=O)C1c2ccccc2Oc2ccccc21)c1ccccc1Cl (centres undefined),-5%,8%,-6%,-3,-9%,0%,-3

Additional entries:
smiles,Tb PYK inh,AMA1-RON2 inh,Pf growth 96h,Shiga toxin inh,Pf growth 48h,LmPK inh,Cycloheximide cs
C=CCNC(=O)CC1C(=O)NCCN1Cc1ccc(-c2ccccc2)cc1 (centres undefined),1%,3%,-4%,-3,9%,1%,-2
O=C(N/C(=C\c1ccco1)C(=O)N1CCOCC1)c1ccc([N+](=O)[O-])cc1,-3%,5%,4.7µM*,-1,15%,0%,1
COCC(=O)Nc1ccc(S(=O)(=O)Nc2cc(C)nc(C)n2)cc1,6%,5%,-15%,-3,/,-5%,5
CC(C)CC(=O)Nc1cc([N+](=O)[O-])ccc1Cl,1%,-7%,46%[activator],-22,1%,-3%,1
Cc1ccc(NC(=O)CN2CCc3ccccc3C2)cc1F,-8%,-28%,12%,29,8%,-5%,10
CCOC(=O)N1CCN(C(=O)c2ccc3c(c2)sc2nc(-c4ccccc4)cn23)CC1,-16%,-6%,174%[activator],43*,-10%,-5%,53*
CNC(=O)c1c(C)nn(-c2ccc(F)c(Cl)c2)c1-c1cc(C)on1,-3%,4%,-12%,12,-6%,-6%,-4
Cc1ccc(NC(=O)C(=O)NCc2ccc(/C=C(/C#N)C(=O)NCc3cccnc3)o2)cc1C,-4%,-4%,7%,-11,5%,1%,-4
Cc1cccc(NC(=O)COC(=O)c2ccc3c(=O)n4c(nc3c2)CCC4)c1,-5%,2%,11%,20,9%,-1%,6
CCOC(=O)Nc1ccc2c(CN(C)Cc3ccc(F)cc3)cc(=O)oc2c1,0%,-20%,16%,32,7%,-1%,1

Complete entries, looked up by structure. Order of values: Tb PYK inh | AMA1-RON2 inh | Pf growth 96h | Shiga toxin inh | Pf growth 48h | LmPK inh | Cycloheximide cs
`C=CCNC(=O)CC1C(=O)NCCN1Cc1ccc(-c2ccccc2)cc1` (centres undefined) reads 1% | 3% | -4% | -3 | 9% | 1% | -2
`Cc1cccc(NC(=O)COC(=O)c2ccc3c(=O)n4c(nc3c2)CCC4)c1` reads -5% | 2% | 11% | 20 | 9% | -1% | 6
`CCOC(=O)Nc1ccc2c(CN(C)Cc3ccc(F)cc3)cc(=O)oc2c1` reads 0% | -20% | 16% | 32 | 7% | -1% | 1

The listing continues.
smiles,Tb PYK inh,AMA1-RON2 inh,Pf growth 96h,Shiga toxin inh,Pf growth 48h,LmPK inh,Cycloheximide cs
CC12CC(NC(=O)N1c1cccc(C(=O)NCc3ccccn3)c1)c1ccccc1O2 (centres undefined),-1%,3%,?,-3,-4%,-7%,1
COc1ccc(C(NC(=O)/C=C\c2ccco2)c2ccc(OC)c(OC)c2)cc1 (centres undefined),?,-7%,?,105*,?,2%,25*
CCCSc1cc(NCCOC(=O)CCC)c([N+](=O)[O-])c2nonc12,22%,-23%,-19%,-7,-8%,-1%,-5
Cc1nc2ccccc2c(=O)n1/N=C/c1cn[nH]c1-c1ccccc1,4%,-17%,?,6,-2%,0%,1
Cc1cccc(OCCCSc2nc3ccc(C)cc3[nH]2)c1,-11%,1%,4%,27,4%,-3%,9
COC(=O)c1ccccc1COn1c(=O)c(C)[n+]([O-])c2ccccc21,3%,9%,-20%,-8,4%,0%,-7
COc1ccc2[nH]c(C(=O)N3CCc4ccccc4C3)c(C)c2c1,1%,-6%,?,21,?,1%,10
Cc1ccc(-c2[nH][nH]c(=O)c(=O)c2N=Nc2ccccc2)cc1,8%,14%,31%[activator],36,18%,-2%,-4
CCN1CCN(C(=O)CN(CCc2ccccc2)S(C)(=O)=O)CC1,-10%,1%,-7%,-5,/,7%,-2
CC(=NCc1cccnc1)c1c(O)n(-c2ccccc2C)c(=O)[nH]c1=O,0%,12%,-3%,-16,/,1%,1
CC1CCN(CCCN2C(=O)C3C(C(=O)Nc4cccc(Cl)c4)C4C=CC3(O4)C2C(=O)NC2CCCCC2)CC1 (centres undefined),5%,-6%,?,-3,?,9%,-8
